Screens as filed in PubChem.
Tb MetRS inh – T. brucei MetRS inhibitors, primary screen, biochemical, luminescence; hit rate 0.4% among 360,000; inhibition, % at 11.9 µM; purified T. brucei MetRS, ATP depletion, Kinase-Glo luminescence; methionyl-tRNA synthetase (Trypanosoma brucei brucei);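 active = inhibition above a per-plate cutoff of the control wells' mean inhibition plus 3 SD, cut at about 5.5% in these data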;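 also: 0% = DMSO wells median and 100% = median of wells with control inhibitor compound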
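Measured by: Kinase-Glo luciferase luminescence reporting remaining unconsumed ATP. Material: purified T. brucei MetRS enzyme. Doses: 11.9 µM compound single dose, 0.9% DMSO. Medium: HEPES buffer containing pyrophosphatase, BSA, spermine, DTT. Times: 15 min preincubation, 2 h reaction, all 25 °C. Reagent: methionine, ATP and bulk E. coli tRNA.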
bovine MsrA act – bovine MsrA enzyme activators, primary screen, biochemical, absorbance, HTS; purified bovine MsrA, absorbance read-out; activation, % at 10.6 µM; hit rate 0.3% among 360,000; in the data active = activation above about 7.5%;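 also: 0% = vehicle and 100% = reference activator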
eLon inh – inhibitors of E. coli Lon protease, primary screen, biochemical, fluorescence polarization; purified E. coli Lon protease; AID 602123, 2011; hit rate 0.42% among 360,000; P0A9M0; inhibition, % at 7.94 µM; in the data active = inhibition above about 13%, passing the limit was not always enough;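 also: 0% = enzyme with probe and DMSO and 100% = no enzyme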
CendR NRP1 mod – modulators of CendR peptide binding to NRP-1, primary screen, biochemical, fluorescence polarization, uHTS | Neuropilin-1 (Homo sapiens), O14786 | hit rate 0.85% among 360,000 | inhibition, % at 25 µM | FAM-RPARPAR peptide binding to NRP-1;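 active = inhibition or corrected inhibition above about 18%, plus a signal ratio from 0.5 to 1.5, limit read from the data, passing the limit was not always enough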; also: strong numbers were not always called active
Target sequence (O14786 whole entry, looked up): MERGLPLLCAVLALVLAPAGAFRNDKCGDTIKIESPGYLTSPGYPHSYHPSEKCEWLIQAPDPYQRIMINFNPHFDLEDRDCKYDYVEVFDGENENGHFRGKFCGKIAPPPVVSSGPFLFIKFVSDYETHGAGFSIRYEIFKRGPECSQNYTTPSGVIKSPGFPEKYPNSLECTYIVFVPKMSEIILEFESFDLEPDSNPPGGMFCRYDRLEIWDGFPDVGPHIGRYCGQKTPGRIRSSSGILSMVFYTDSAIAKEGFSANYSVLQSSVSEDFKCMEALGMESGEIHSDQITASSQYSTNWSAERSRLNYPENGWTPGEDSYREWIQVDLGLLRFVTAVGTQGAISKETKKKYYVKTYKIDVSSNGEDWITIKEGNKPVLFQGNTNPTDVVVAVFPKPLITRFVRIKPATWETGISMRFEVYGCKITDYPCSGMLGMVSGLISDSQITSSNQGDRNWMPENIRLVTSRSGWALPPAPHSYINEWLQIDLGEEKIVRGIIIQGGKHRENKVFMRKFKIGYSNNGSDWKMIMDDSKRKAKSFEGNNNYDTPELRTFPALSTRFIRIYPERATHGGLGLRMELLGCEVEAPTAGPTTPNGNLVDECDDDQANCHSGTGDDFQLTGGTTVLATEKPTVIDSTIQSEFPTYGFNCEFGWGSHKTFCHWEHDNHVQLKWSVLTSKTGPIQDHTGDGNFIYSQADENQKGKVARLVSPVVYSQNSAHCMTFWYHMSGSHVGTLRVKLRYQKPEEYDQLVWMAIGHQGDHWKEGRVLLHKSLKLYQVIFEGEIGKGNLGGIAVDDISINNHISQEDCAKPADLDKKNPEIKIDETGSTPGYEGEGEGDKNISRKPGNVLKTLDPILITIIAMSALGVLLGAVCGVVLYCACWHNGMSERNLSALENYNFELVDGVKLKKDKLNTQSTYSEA
MsrA inh – bovine MsrA enzyme inhibitors, primary screen, biochemical, absorbance, HTS | inhibition, % at 15.5 µM | hit rate 0.75% among 360,000 | Methionine sulfoxide reductase A (Bos taurus) | purified bovine MsrA, absorbance read-out; in the data active = inhibition above about 4.5%;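 also: 0% = vehicle wells with enzyme and 100% = reference inhibitor wells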
Scp-1 inhibitor – Scp-1 phosphatase inhibitors, primary screen, biochemical, colorimetric, uHTS. Carboxy-terminal domain RNA polymerase II polypeptide A small phosphatase 1 (Homo …. Recombinant Scp1, phosphopeptide, malachite green phosphate absorbance. AID 493091, 2011. hit rate 0.88% among 340,000. inhibition, % at 20 µM;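 active = inhibition above about 50% at 20 µM, limit read from the data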;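 also: plate controls were DMSO wells with enzyme for no effect and wells lacking enzyme for full effect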
Target sequence (Q9GZU7 76-261 limits assumed): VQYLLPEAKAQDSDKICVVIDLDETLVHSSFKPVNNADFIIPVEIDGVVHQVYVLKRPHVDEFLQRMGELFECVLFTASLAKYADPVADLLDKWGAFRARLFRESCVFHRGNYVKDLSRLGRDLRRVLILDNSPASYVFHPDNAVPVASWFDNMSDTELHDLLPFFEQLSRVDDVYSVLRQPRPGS
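Material – SCP-1 phosphatase catalytic domain, residues 76-261 · Buffer or medium – Acidic Tris acetate buffer with magnesium and detergent · Also added – Phospho 17-mer peptide substrate · Compound – single 20 µM dose, 1% DMSO · Times – 45 min room-temperature reaction, 5 min colour, 30 min stabiliser · Technique – Phosphate-binding colour reagent, absorbance read at 630 nm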
DNMT1 block – human DNMT1 methyltransferase inhibitors, primary screen, biochemical, molecular beacon, fluorescence, HinP1I cleavage, uHTS. DNA (cytosine-5)-methyltransferase 1 (Homo sapiens), P26358. inhibition (reported as % activation of signal), % at 10 µM. hit rate 0.83% among 360,000; in the data active = inhibition above about 50%
SUMO1 PPI mod – modulators of SUMO1 protein-protein interactions, primary screen, biochemical, uHTS. Small ubiquitin-related modifier 1 (Homo sapiens), P63165. SUMO1 binding to a labelled peptide, TR-FRET, 1 h. inhibition, % at 20 µM. hit rate 0.33% among 360,000. AID 602429, 2012; in the data active = inhibition above about 37%
STEP block – STEP phosphatase inhibitors, primary screen, biochemical, fluorescence intensity, uHTS. recombinant STEP, OMFP fluorogenic substrate. inhibition, % at 20 µM. hit rate 0.25% among 360,000;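 active = inhibition at 20 µM, scaled per plate between control wells, above about 37%, limit read from the data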;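 also: 0% = DMSO with enzyme and substrate and 100% = substrate only without enzyme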
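System: STEP (striatal-enriched tyrosine phosphatase) enzyme, cell-free; medium: Bis-Tris pH 6.0 buffer with DTT, detergent; dosing: 20 µM, 1% DMSO; times: reaction 20 min, ambient temperature; detection: fluorescence, 480/540 nm; read-out basis: normalized % inhibition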
LMPTP inh – LMPTP phosphatase inhibitors, primary screen, biochemical, fluorescence intensity, uHTS; hit rate 0.22% among 360,000; Low molecular weight phosphotyrosine protein phosphatase (Homo sapiens), P24666; recombinant LMPTP-A, OMFP fluorogenic substrate; inhibition, % at 20 µM;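 active = compounds that cut the enzyme signal by at least half of the control window in the single-dose screen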;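 also: plate controls were DMSO wells with enzyme plus substrate for no effect and substrate without enzyme for full effect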
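Assay system: LMPTP-A phosphatase enzyme | Input: 0.625 nM enzyme | Also added: Fluorogenic phosphatase substrate OMFP at 400 µM final | Compound dosing: One test concentration per compound, 20 µM, with 3% DMSO overall | Schedule: 50 min enzyme reaction at room temperature, protected from light | Signal: Fluorescence intensity | Benchmarks: no-enzyme and uninhibited controls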
* = called active by the depositor; . = not tested or not shown.

SMILES	Tb MetRS inh	bovine MsrA act	eLon inh	CendR NRP1 mod	MsrA inh	Scp-1 inhibitor	DNMT1 block	SUMO1 PPI mod	STEP block	LMPTP inh
O=C(O)c1cc(O)c2c(c1)C(=O)c1cccc(O)c1C2=O	-0.2	2.3	28.8	-1.0	4.7*	64.6*	69.4*	32.4	12.6	10.1
O=C(CC(=O)NCc1ccc(Cl)cc1)NCc1ccccc1	0.2	-1.5	-7.5	10.9	-0.1	-13.1	0.0	-0.2	-1.6	-1.4
Cn1c(N)c(C(=O)CSc2nn(-c3ccc(F)cc3)c(=S)s2)c(=O)n(C)c1=O	-0.3	-2.5	-2.8	-0.7	-1.0	-2.4	1.5	-29.0	6.2	10.7
O=C(COC(=O)c1ccncc1)NCc1ccccc1	-0.2	5.0	2.0	9.6	-0.1	-15.4	1.1	-4.0	0.5	-1.0
CCc1ccccc1NC(=O)/C(=C/c1ccco1)c1ccccc1	-1.6	-4.3	-10.1	-2.8	0.4	-8.1	4.8	-3.0	2.0	1.7
Cc1ccc2c(C)ccc(O)c2n1	-0.3	-1.1	0.2	-4.2	0.7	-4.3	3.7	-5.1	0.4	-0.9
Cc1ccc(N2C(=O)C(Cl)=C(N3CCN(C)CC3)C2=O)c(C)c1	-1.1	-7.3	3.7	31.8*	-0.7	0.8	0.1	-16.5	3.6	-3.7
Cc1cc(C)n(CC(O)Cn2c(C)c(C)c3ccccc32)n1 (centres undefined)	-1.2	-4.5	-34.6	-96.6	-1.1	-13.1	0.9	-6.6	-1.7	1.1
CC1(C)C(=O)Nc2ccccc2N1C(=O)COC(=O)c1cc(Cl)cc(Cl)c1	-0.2	-5.1	6.1	13.3	1.3	23.1	48.1	6.5	1.4	4.0
CCN(CC)C(=O)CSc1nnc(-c2cc(-c3ccc(Cl)cc3)nc3ccccc23)o1	-0.2	-2.5	-1.1	-4.1	-0.1	2.9	-3.1	-9.1	5.0	2.6
O=Cc1ccc(-n2cncn2)cc1	-0.2	0.2	-5.7	2.7	1.7	-0.8	-0.8	-0.4	0.3	-1.0
CCN(CC(=O)NCc1ccc(Cl)cc1)C(=O)Cc1ccccc1[N+](=O)[O-]	-0.3	-4.1	-7.0	11.1	0.8	-4.6	1.9	-6.0	-0.3	-1.1
COc1cc(C(C[N+](=O)[O-])c2c(-c3ccccc3)cc3ccccn23)cc(OC)c1OC (centres undefined)	-0.3	-5.3	-2.8	-10.4	0.8	-3.6	-10.6	-9.7	-1.8	1.4
COc1ccc(CCNC(=O)C2CC3Cn4c(nc5cc(C)c(C)cc54)C3N2C)cc1 (centres undefined)	0.6	-2.3	-7.6	-9.0	-0.9	-3.8	-0.3	-4.1	1.9	-1.5
CCOC(=O)c1sc2ncnc(Nc3cccc(C(=O)O)c3)c2c1C	-0.5	-2.9	-1.0	-16.0	2.8	-3.7	1.4	-10.2	0.9	-1.6
CC1(C)CC(=O)C(C(C2=C(O)CC(C)(C)CC2=O)c2cccnc2)C(=O)C1 (centres undefined)	-0.4	-3.3	-1.3	0.0	-1.2	-2.2	0.9	1.1	-0.5	0.5
c1cc2c(c(CC3CO3)c1CC1CO1)OCCOCCOCCOCCO2 (centres undefined)	0.2	1.1	-4.9	-10.5	0.1	.	5.3	3.0	-2.3	-0.9
O=C(c1cc(-c2cccc(O)c2)on1)N1CCc2ccccc2C1	1.3	-2.2	3.6	-5.7	0.8	-15.3	-1.9	1.8	-3.2	3.3
CCOC(=O)c1c(-c2ccco2)csc1NC(=O)COC(=O)c1cnc(C)cn1	-0.3	-1.1	-19.1	-31.0	0.9	15.0	10.0	14.2	2.2	3.8
OC(CNCc1ccc(F)cc1)(c1ccc(F)cc1)c1ccc(F)cc1	-0.3	-0.6	6.1	-5.6	0.1	-4.6	-4.3	-0.4	-1.4	0.3
CCCNC(=O)Nc1ccsc1C(=O)OC	-0.9	-1.9	-9.5	9.2	-1.2	-0.8	-2.0	0.8	-2.9	0.0
O=C(Nc1ccc2c(c1)OCCO2)c1ccc(Br)s1	0.0	-4.9	-13.7	3.3	3.4	-13.8	-0.3	3.1	-6.2	1.3
Cc1cc(C(=O)NNS(=O)(=O)c2cc(C(=O)O)ccc2Cl)c(C)n1-c1ccccc1	0.0	-2.1	-7.2	-7.2	-1.3	48.1	24.5	5.1	9.9	4.0
CCOc1ccc(NC(=O)CSc2nccn(-c3ccc4c(c3)OCCO4)c2=O)cc1	-0.5	-3.2	3.7	1.0	0.6	-4.7	-0.3	-24.5	1.3	0.9
COc1ccc(N2CCN(c3cc(C)nc4ccc(OC)cc34)CC2)cc1	0.0	-2.1	4.2	8.7	0.1	-0.8	-4.4	-16.2	2.1	3.6

More structures:
SMILES	Tb MetRS inh	bovine MsrA act	eLon inh	CendR NRP1 mod	MsrA inh	Scp-1 inhibitor	DNMT1 block	SUMO1 PPI mod	STEP block	LMPTP inh
CN(C)C(=O)c1ccc(NC(=O)c2ccccc2-c2ccccc2)cc1	-0.3	-1.0	7.3	6.8	0.2	0.1	3.1	3.8	-1.9	-1.0
COCCNC(C(=O)Nc1cc(Cl)cc(Cl)c1)c1ccccc1 (centres undefined)	0.4	-0.4	-2.0	8.3	0.7	-4.7	-4.8	6.2	-0.5	1.0
CC(C)(C)CN1CCC(n2nccc2NC(=O)c2ccccc2Cl)CC1	-0.1	-3.2	-1.3	-9.9	-0.2	-1.8	2.7	7.5	-1.6	-0.4
COc1ccc(OCCSc2nnc(CC(=O)Nc3cccc(Cl)c3Cl)n2C)cc1	-0.6	-3.0	-5.8	1.8	0.4	-3.8	-3.8	-0.2	5.7	-1.0
COc1ccc(CCNC(=O)C(NC(=O)OCc2ccccc2)C(C)C)cc1OC (centres undefined)	0.2	-1.0	1.9	-1.4	-2.0	2.7	16.0	-0.1	-2.7	-2.8
O=C(Cc1cccs1)NCc1cccc(C(F)(F)F)c1	-0.6	1.8	-1.1	9.1	1.9	-3.0	-1.4	-9.1	1.6	0.3
COC1CCCN(C(=O)c2ccc(OC3CCN(CCc4ccccc4)CC3)cc2)C1 (centres undefined)	-1.1	-9.5	2.8	-3.4	0.3	-0.7	-0.1	0.9	-0.7	-1.8
CCc1ccc(C2C(C#N)=C(N)SC(N)=C2C#N)cc1	-0.3	-2.4	-496.6	132.0	0.5	-2.6	-9.6	-29.8	-20.6	0.3
CC1(C(=O)NS(=O)(=O)c2cccc(Cl)c2)CCN1C(=O)C1CC1 (centres undefined)	-0.1	2.9	-7.2	1.1	-0.4	.	3.6	0.3	3.8	-2.4
CCCn1cc(CN2CCC(n3nccc3NC(=O)CCOc3ccccc3)CC2)c(C)n1	0.1	-1.2	0.4	5.8	-1.2	-8.6	1.1	0.2	1.0	-1.2
O=C(O)CCNC(=S)Nc1cccc(F)c1	-0.8	-0.8	-1.7	-4.8	-0.5	0.6	1.2	0.1	1.8	-1.4
Cc1ccc(CONC(=O)c2cccc(C)c2)cc1	-0.5	-2.8	-7.5	-4.6	-0.8	-9.8	0.8	-1.7	1.7	-2.6
CC1CCc2nc3ccc(S(=O)(=O)N4CCC(C(=O)NCc5ccccc5Cl)CC4)cc3c(C(=O)O)c2C1 (centres undefined)	0.1	-0.2	-5.9	-23.4	-0.7	19.1	-10.6	22.5	2.1	0.1
COc1ccc(S(=O)(=O)N2CCSC2C)cc1C (centres undefined)	-0.3	-3.2	6.0	4.6	1.0	-13.1	-1.5	1.7	-1.5	0.5
CCN(CC)CCOC(=O)c1ccc(N/C=C(/C#N)c2nc(-c3ccc(OC)c(OC)c3)cs2)cc1	-0.4	-3.3	-7.1	-11.6	1.6	-7.8	21.6	32.8	16.1	-2.4
O=C(O)C1CC=CCC1C(=O)NCc1ccccc1 (centres undefined)	-0.5	-1.2	-2.8	-3.9	-2.0	0.2	4.1	-1.4	0.9	-1.9
CC1(c2ccccc2)NC(=O)N(CC(=O)Nc2cc3c(cc2Br)OCCO3)C1=O (centres undefined)	-0.6	-1.0	-13.2	-153.9	1.5	-4.8	1.1	1.5	-1.2	-0.7
COC(=O)c1ccc(COC(=O)CNC(=O)c2ccc(-c3ccccc3)cc2)cc1	-0.4	-2.7	1.8	2.0	0.9	-6.3	-9.6	0.7	1.7	-0.7
CC(C)(C)NC(=O)C(c1ccc(-c2ccccc2)cc1)N(C[C@H]1CC[C@@H]([C@@H]2CC[C@H](CO)O2)O1)C(=O)c1cccc(Cl)c1 (some centres undefined)	-0.5	1.6	8.1	4.3	0.4	4.1	-4.9	7.8	0.6	-0.5
Oc1ccccc1-c1ccn[nH]1	-0.2	-2.1	2.1	31.6*	-0.6	-6.5	-2.5	0.6	-1.7	0.4
CCc1ccc(NC(=O)CSc2nnc(-c3ccccn3)n2C)cc1	-0.7	-1.4	2.1	-11.3	-0.8	2.3	-1.8	4.1	-0.5	-2.4
O=c1[nH]c(=S)n(-c2cccc(C(F)(F)F)c2)c(O)c1C=NCCN1CCNCC1	-1.6	-10.6	-1.3	6.3	2.1	-9.1	-3.0	-11.3	-0.4	-9.5
CS(=O)(=O)N(CC(=O)NCc1ccccc1Cl)C1CCCCC1	0.3	-5.1	10.1	1.0	0.1	-2.7	7.6	3.3	-1.4	0.1

Complete entries, quoted from the list. Order of values: Tb MetRS inh, bovine MsrA act, eLon inh, CendR NRP1 mod, MsrA inh, Scp-1 inhibitor, DNMT1 block, SUMO1 PPI mod, STEP block, LMPTP inh
`O=C(Nc1ccc2c(c1)OCCO2)c1ccc(Br)s1` across the screens: 0.0, -4.9, -13.7, 3.3, 3.4, -13.8, -0.3, 3.1, -6.2, 1.3
`CS(=O)(=O)N(CC(=O)NCc1ccccc1Cl)C1CCCCC1` across the screens: 0.3, -5.1, 10.1, 1.0, 0.1, -2.7, 7.6, 3.3, -1.4, 0.1
`CCOC(=O)c1c(-c2ccco2)csc1NC(=O)COC(=O)c1cnc(C)cn1` across the screens: -0.3, -1.1, -19.1, -31.0, 0.9, 15.0, 10.0, 14.2, 2.2, 3.8
`COc1ccc(CCNC(=O)C2CC3Cn4c(nc5cc(C)c(C)cc54)C3N2C)cc1` (centres undefined) across the screens: 0.6, -2.3, -7.6, -9.0, -0.9, -3.8, -0.3, -4.1, 1.9, -1.5
